Assay outcomes (PubChem BioAssay)
Mtb BioA inh: inhibitors of Mycobacterium tuberculosis BioA enzyme; purified M. tuberculosis BioA enzyme, plate reader; inhibition, % at 9.99 µM; 0.096% of 360,000 active; AID 602481; in the data active means inhibition above about 40%
Active calls of the source: *.

SMILES	Mtb BioA inh
C[C@H]1CN([C@@H](C)CO)C(=O)c2cc(C#Cc3cccc(F)c3)cnc2O[C@H]1CN(C)Cc1ccccn1	-9.3
CN(C)c1ccc2c(c1)[C@H]1C[C@H](CC(=O)NCc3cc(F)ccc3F)O[C@@H](CO)[C@H]1O2	3.1
C[C@H](O)C#Cc1cnc2c(c1)C(=O)N([C@@H](C)CO)C[C@H](C)[C@@H](CN(C)C(=O)Nc1ccc(C(F)(F)F)cc1)O2	4.0
Cc1noc(C)c1S(=O)(=O)Nc1ccc2c(c1)CC(=O)N([C@@H](C)CO)C[C@H](C)[C@@H](CN(C)S(=O)(=O)c1c(C)noc1C)O2	-2.0
Cc1noc(C)c1NC(=O)N(C)C[C@@H]1Oc2ccc(NS(=O)(=O)c3ccccc3)cc2C(=O)N([C@H](C)CO)C[C@@H]1C	0.1
CO[C@@H]1CN(C)C(=O)c2cc(NC(=O)c3cc(C)on3)ccc2OC[C@@H](C)N(S(=O)(=O)c2ccccc2)C[C@H]1C	-2.8
O=C(CCN1CCCCC1)NCC[C@@H]1CC[C@H](NC(=O)C2CCOCC2)[C@H](CO)O1	7.2
Cc1noc(C)c1S(=O)(=O)Nc1ccc2c(c1)C(=O)N([C@H](C)CO)C[C@@H](C)[C@H](CN(C)Cc1ccc(Oc3ccccc3)cc1)O2	0.0
O=C(NCC[C@@H]1CC[C@@H](NC(=O)c2ccc3c(c2)OCO3)[C@H](CO)O1)Nc1ccc(Cl)cc1	0.1
C[C@@H]1CN([C@H](C)CO)C(=O)c2cc(C3=CCCC3)cnc2O[C@@H]1CN(C)C(=O)C1CCOCC1	-3.6
C[C@H]1CCCCO[C@H](CN(C)Cc2ccncc2)[C@@H](C)CN([C@@H](C)CO)C(=O)c2cc(NS(=O)(=O)c3ccc(Cl)cc3)ccc2O1	0.7
C[C@@H]1CN([C@@H](C)CO)C(=O)Cc2cc(NC(=O)Nc3ccc4c(c3)OCO4)ccc2O[C@H]1CN(C)C(=O)Nc1ccc(C(F)(F)F)cc1	1.1
C[C@H](CO)N1C[C@H](C)[C@@H](CN(C)C(=O)c2ccncc2)OCc2ccccc2-c2ccccc2C1=O	-0.8
COCC#Cc1ccc2c(c1)O[C@H](CN(C)C(=O)Nc1ccc(OC)cc1)[C@@H](C)CN([C@H](C)CO)S2(=O)=O	5.2
C[C@H]1CCCCO[C@H](CN(C)C(=O)Nc2cccc3ccccc23)[C@@H](C)CN([C@@H](C)CO)C(=O)c2cc(NS(=O)(=O)c3cccs3)ccc2O1	-1.0
C[C@@H](O)C#Cc1cnc2c(c1)C(=O)N([C@@H](C)CO)C[C@H](C)[C@H](CN(C)C(=O)Cc1ccncc1)O2	-1.0
CO[C@@H]1CN(C)C(=O)c2ccc(NS(=O)(=O)c3ccccc3)cc2OC[C@H](C)N(Cc2cccnc2)C[C@H]1C	-0.6
OC[C@@H]1[C@@H](c2ccc(-c3ccccc3F)cc2)[C@@H]2CN(Cc3ccncc3)CCCCN12	3.8
CCC(=O)N(C)C[C@@H]1Oc2ncc(-c3ccc(F)cc3)cc2C(=O)N([C@@H](C)CO)C[C@@H]1C	0.8
C[C@@H]1CCCCO[C@@H](CN(C)Cc2ccncc2)[C@@H](C)CN([C@@H](C)CO)C(=O)c2cc(NS(=O)(=O)c3cccs3)ccc2O1	-3.4
C[C@@H]1CCCCO[C@@H](CN(C)S(=O)(=O)c2cccs2)[C@@H](C)CN([C@@H](C)CO)C(=O)c2cc(NC(=O)c3ccccc3)ccc2O1	-9.7
O=C(Nc1cccc(F)c1)N1C[C@H]2[C@@H](c3ccccc31)[C@H](CO)N2C(=O)Cc1ccccn1	-1.8
C[C@H]1CN([C@@H](C)CO)C(=O)Cc2cc(NC(=O)C3CC3)ccc2O[C@H]1CN(C)CC1CC1	2.3
CO[C@H]1CN(C)C(=O)c2cc(NC(=O)Nc3ccccc3)ccc2OC[C@H](C)N(CC2CC2)C[C@H]1C	3.4
CC(C)C#Cc1ccc2c(c1)O[C@@H](CN(C)Cc1cccnc1)[C@H](C)CN([C@H](C)CO)S2(=O)=O	2.5

Retrieved one by one from above, 2 records:
SMILES	Mtb BioA inh
C[C@@H]1CN([C@H](C)CO)C(=O)c2cc(C3=CCCC3)cnc2O[C@@H]1CN(C)C(=O)C1CCOCC1	-3.6
CCC(=O)N(C)C[C@@H]1Oc2ncc(-c3ccc(F)cc3)cc2C(=O)N([C@@H](C)CO)C[C@@H]1C	0.8

Molecules listed so far containing two or more sulfur atoms, in the order listed:
SMILES	Mtb BioA inh
Cc1noc(C)c1S(=O)(=O)Nc1ccc2c(c1)CC(=O)N([C@@H](C)CO)C[C@H](C)[C@@H](CN(C)S(=O)(=O)c1c(C)noc1C)O2	-2.0
C[C@H]1CCCCO[C@H](CN(C)C(=O)Nc2cccc3ccccc23)[C@@H](C)CN([C@@H](C)CO)C(=O)c2cc(NS(=O)(=O)c3cccs3)ccc2O1	-1.0
C[C@@H]1CCCCO[C@@H](CN(C)Cc2ccncc2)[C@@H](C)CN([C@@H](C)CO)C(=O)c2cc(NS(=O)(=O)c3cccs3)ccc2O1	-3.4
C[C@@H]1CCCCO[C@@H](CN(C)S(=O)(=O)c2cccs2)[C@@H](C)CN([C@@H](C)CO)C(=O)c2cc(NC(=O)c3ccccc3)ccc2O1	-9.7

Next results follow.
SMILES	Mtb BioA inh
C[C@H]1CN([C@@H](C)CO)C(=O)Cc2cc(NC(=O)CCN3CCOCC3)ccc2O[C@H]1CN(C)Cc1ccccc1	0.6
COc1cccc(CNC(=O)C[C@@H]2CC[C@@H](NC(=O)C3CCC3)[C@@H](CO)O2)c1	-0.6
C[C@H]1CN([C@@H](C)CO)C(=O)c2cccc(NC(=O)c3ccc(-c4nccs4)cc3)c2O[C@H]1CN(C)C(=O)Nc1ccc(C(F)(F)F)cc1	0.5
COc1ccc(CN(C)C[C@H]2OCCCC[C@H](C)Oc3ccc(NS(=O)(=O)c4ccc(F)cc4)cc3C(=O)N([C@H](C)CO)C[C@H]2C)cc1	-1.2
CC(=O)N(C)C[C@H]1[C@@H](c2ccc(-c3ccccc3)cc2)[C@@H](CO)N1C(=O)C1CC1	-2.8
CCCNC(=O)Nc1ccc2c(c1)C(=O)N(C)C[C@H](OC)[C@@H](C)CN(Cc1ccc(-c3ccccn3)cc1)[C@H](C)CO2	-0.7
COc1cccc(NC(=O)N[C@@H]2C=C[C@H](CC(=O)N3CCOCC3)O[C@H]2CO)c1	-0.3
C[C@@H]1CN([C@H](C)CO)C(=O)c2cc(NS(=O)(=O)c3ccc(F)cc3)ccc2O[C@@H]1CN(C)C(=O)Nc1ccc(C(F)(F)F)cc1	-1.7
CN1C(=O)c2cc(NC(=O)Cc3ccccc3)ccc2OC[C@H]2O[C@H](CC(=O)NCc3ccc(Cl)cc3)CC[C@@H]21	0.0
O=C(NC1CCCC1)[C@H]1[C@H](CO)[C@H]2Cn3c(ccc(-c4ccccc4)c3=O)[C@@H]1N2CCc1ccccc1	1.7
C[C@@H]1CCCCO[C@@H](CN(C)S(=O)(=O)c2ccccc2)[C@H](C)CN([C@H](C)CO)C(=O)c2cc(NS(=O)(=O)c3ccc(Cl)cc3)ccc2O1	-3.1
CCC(=O)Nc1ccc2c(c1)C(=O)N(C)[C@H]1CC[C@@H](CC(=O)NCC3CCCCC3)O[C@H]1CO2	2.1
COc1ccc(S(=O)(=O)Nc2cccc3c2O[C@H](CN(C)Cc2ccccc2)[C@H](C)CN([C@H](C)CO)C3=O)cc1	-2.6
COCC(=O)Nc1ccc2c(c1)C(=O)N(C)C[C@H](OC)[C@H](C)CN(C(C)=O)[C@H](C)CO2	1.0
COc1cccc(CN2[C@@H]3CN(C(=O)CC(F)(F)F)c4ccccc4[C@@H]3[C@@H]2CO)c1	0.8
C[C@@H]1CN([C@H](C)CO)C(=O)c2cc(C#CC3CCCCC3)cnc2O[C@H]1CN(C)S(=O)(=O)c1ccccc1	-3.3
CNC[C@H]1Oc2ncc(-c3ccc(OC)cc3)cc2C(=O)N([C@@H](C)CO)C[C@H]1C	-0.7
COCC(=O)NC[C@@H]1[C@@H](c2ccccc2)[C@@H](CO)N1C(C)=O	4.1
C[C@@H]1CN([C@@H](C)CO)S(=O)(=O)c2ccc(C#CC3CC3)cc2O[C@@H]1CN(C)Cc1cccc(F)c1	0.5
C[C@@H]1CN([C@@H](C)CO)C(=O)c2cccc(NC(=O)c3cnccn3)c2O[C@@H]1CN(C)C(=O)Nc1cccc2ccccc12	1.2
C[C@@H]1CN([C@H](C)CO)C(=O)c2cc(NC(=O)Cc3ccccc3)ccc2O[C@@H]1CN(C)Cc1ccc(Cl)c(Cl)c1	-0.4
COc1ccccc1-c1ccc2n(c1=O)C[C@@H]1[C@@H](CO)[C@H](C(=O)NC3CCC3)N(C(=O)C3CCC3)[C@H]21	2.1
COc1ccccc1S(=O)(=O)N[C@H]1CC[C@@H](CCNC(=O)C2CCC2)O[C@@H]1CO	-6.8
C[C@H](CO)N1C[C@H](C)[C@@H](CN(C)C(=O)CN(C)C)Oc2ncc(C3=CCCC3)cc2C1=O	-1.9
C[C@@H]1CCCCO[C@H](CN(C)S(=O)(=O)c2ccccc2)[C@H](C)CN([C@@H](C)CO)C(=O)c2cc(NC(=O)Nc3ccc(C(F)(F)F)cc3)ccc2O1	-0.8

3 entries out of the list, ordered by molecular weight, highest first:
SMILES	Mtb BioA inh
COc1ccc(CN(C)C[C@H]2OCCCC[C@H](C)Oc3ccc(NS(=O)(=O)c4ccc(F)cc4)cc3C(=O)N([C@H](C)CO)C[C@H]2C)cc1	-1.2
COc1cccc(NC(=O)N[C@@H]2C=C[C@H](CC(=O)N3CCOCC3)O[C@H]2CO)c1	-0.3
CC(=O)N(C)C[C@H]1[C@@H](c2ccc(-c3ccccc3)cc2)[C@@H](CO)N1C(=O)C1CC1	-2.8

Carrying on:
SMILES	Mtb BioA inh
O=C(N[C@H]1CC[C@H](CC(=O)N2CCCCC2)O[C@H]1CO)c1ccccn1	-1.1
COc1ccc(CN(C)C[C@H]2OCCCC[C@@H](C)Oc3ccc(NC(=O)C4CCCCC4)cc3C(=O)N([C@@H](C)CO)C[C@H]2C)cc1	-2.3
O=C(N[C@@H]1CC[C@H](CCNC(=O)C2CC2)O[C@@H]1CO)c1ccncc1	-0.4
CCC(=O)N1C[C@H](C)[C@H](OC)CN(C)C(=O)c2cc(NC(=O)NC(C)C)ccc2OC[C@H]1C	-0.6
N#C[C@H]1[C@@H](c2ccc(-c3ccc(F)cc3)cc2)[C@@H](CO)N1C(=O)Cc1ccccc1	-1.3
COc1ccc(NC(=O)Nc2ccc3c(c2)CC(=O)N([C@@H](C)CO)C[C@H](C)[C@H](CN(C)Cc2ccc(C(=O)O)cc2)O3)cc1	-2.1
CNC[C@@H]1Oc2c(NC(=O)c3ccncc3)cccc2C(=O)N([C@@H](C)CO)C[C@@H]1C	-0.7
C[C@@H]1CN([C@@H](C)CO)C(=O)c2cc(NS(=O)(=O)c3ccc(F)cc3)ccc2O[C@@H](C)CCCCO[C@@H]1CN(C)CC1CCCCC1	3.5
Cc1noc(C)c1NC(=O)Nc1ccc2c(c1)CC(=O)N([C@@H](C)CO)C[C@H](C)[C@H](CN(C)Cc1ccccc1)O2	-1.7
C[C@@H]1CN([C@@H](C)CO)C(=O)Cc2cc(NC(=O)Cc3ccccc3)ccc2O[C@H]1CN(C)C	-5.2
C[C@@H]1CN([C@H](C)CO)C(=O)c2cc(Br)cnc2O[C@H]1CN(C)Cc1ccccn1	2.7
CC(C)NC(=O)N(C)C[C@H]1Oc2ccc(NC(=O)Cc3ccccc3)cc2CC(=O)N([C@H](C)CO)C[C@H]1C	-1.9
CN1C(=O)c2cc(NC(=O)C3CCCC3)ccc2OC[C@@H]2O[C@H](CC(=O)O)CC[C@@H]21	-2.5
COc1ccc(NC(=O)N(C)C[C@H]2Oc3ccc(NC(=O)CCC(F)(F)F)cc3CC(=O)N([C@H](C)CO)C[C@@H]2C)cc1	0.4
C[C@H](CO)N1C[C@H](C)[C@H](CN(C)S(=O)(=O)c2ccc(C(F)(F)F)cc2)OCc2ccccc2-c2ccccc2C1=O	0.7
O=C(C[C@H]1C[C@@H]2c3cc(NC(=O)NC4CCCC4)ccc3O[C@@H]2[C@H](CO)O1)NCc1ccncc1	-3.4
O=C(NCC1CCCCC1)[C@@H]1[C@@H](CO)[C@@H]2Cn3c(ccc(-c4ccc(F)cc4)c3=O)[C@H]1N2	-0.7
CC(C)NC(=O)Nc1ccc2c(c1)C(=O)N([C@H](C)CO)C[C@H](C)[C@H](CN(C)Cc1ccc(C(F)(F)F)cc1)O2	-1.7
CO[C@H]1CN(C)C(=O)c2cc(NC(=O)c3cnccn3)ccc2OC[C@H](C)N(C(C)=O)C[C@H]1C	1.0
C[C@H]1CN([C@@H](C)CO)C(=O)c2cc(NC(=O)Cc3cn(C)c4ccccc34)ccc2O[C@@H]1CN(C)S(=O)(=O)c1ccc(Cl)cc1	-3.8
C[C@H](CO)N1C[C@H](C)[C@@H](CN(C)C(=O)c2cccnc2)Oc2ncc(-c3ccc(C(=O)N(C)C)cc3)cc2C1=O	-2.1
C[C@H](CO)N1C[C@H](C)[C@H](CN(C)S(=O)(=O)c2cn(C)cn2)Oc2ccc(NC(=O)Cn3cnnn3)cc2C1=O	-1.5
COc1ccc(S(=O)(=O)N(C)C[C@H]2OCCCC[C@H](C)Oc3ccc(NS(=O)(=O)c4ccccc4)cc3C(=O)N([C@@H](C)CO)C[C@H]2C)cc1	-2.1
COCC(=O)N1[C@H](C#N)[C@H](c2ccc(C#CCC3CCCC3)cc2)[C@H]1CO	1.6
C[C@H]1CN([C@@H](C)CO)S(=O)(=O)c2ccc(C#CCC3CCCC3)cc2O[C@H]1CN(C)C(=O)CN(C)C	3.2
C[C@H]1CN([C@@H](C)CO)C(=O)c2cccc(NC(=O)c3ccc(-c4nccs4)cc3)c2O[C@@H]1CN(C)Cc1ccccc1	-1.0
C[C@@H]1CCCCO[C@@H](CN(C)CC2CCCCC2)[C@@H](C)CN([C@H](C)CO)C(=O)c2cc(NS(C)(=O)=O)ccc2O1	8.9
CCCNC(=O)N1[C@@H](CO)[C@@H]2c3ccccc3N(C(=O)Nc3cccc(F)c3)C[C@@H]21	-1.9
C[C@H]1CN([C@@H](C)CO)C(=O)c2cccc(NS(=O)(=O)c3ccc(F)cc3)c2O[C@@H]1CN(C)C	2.7
C[C@@H]1CN([C@H](C)CO)C(=O)c2cc(C#CCN(C)C)cnc2O[C@@H]1CN(C)C(=O)c1cccnc1	-6.4

These rows are one share of the data. The share of hits here may be higher or lower than overall.
